Compound activity (PubChem)
SENP7 inh – SENP7 protease inhibitors, primary screen, biochemical, luminescence, uHTS. recombinant SENP7, Z-RLRGG-aminoluciferin luminescence, 40 min. inhibition, % at 5 µM. actives 1.5% (n = 330,000). AID 434973, 2010;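 active = inhibition above about 50% at the single test dose, limit read from the data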;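 also: plate controls were DMSO with enzyme for no effect and no enzyme buffer wells for full effect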
Gli-Sufu antag – Gli-Sufu pathway antagonists, primary screen, luciferase luminescence, Sufu-KO-LIGHT cells, uHTS. AID 588413, 2011. actives 0.74% (n = 340,000). inhibition, % at 5 µM. Sufu-KO-LIGHT fibroblasts, Gli luciferase reporter luminescence;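 active = inhibition above about 55%, limit read from the data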;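 also: 0% = DMSO-treated cells and 100% = wells with medium but no cells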
Apaf-1 inh – inhibitors of human Apaf-1 apoptosome, primary screen, biochemical, DEVD-Rh110 fluorescence, uHTS. actives 0.71% (n = 330,000). reconstituted apoptosome caspase-3 activity. inhibition, % at 20 µM; active = inhibition of at least 40% at 20 µM;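 also: plate controls were DMSO wells for no effect and DEVD-CHO caspase inhibitor wells for full effect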
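Material: reconstituted apoptosome with Apaf-1, cytochrome c, caspase-9, procaspase-3, dATP. Technique: Rh110 fluorescence intensity. Buffer or medium: pH 7.5 Hepes buffer with CHAPS, BSA, DTT. Times: 30 min plus 50 min, RT.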
SENP8 inh – SENP8 protease inhibitors, primary screen, biochemical, luminescence. actives 1.2% (n = 330,000). purified SENP8, Z-RLRGG-aminoluciferin cleavage. inhibition, % at 10 µM. AID 2540, 2010
UBC13 polyUb – UBC13 polyubiquitin chain formation inhibitors, primary screen, biochemical, TR-FRET, uHTS | actives 0.47% (n = 330,000) | Ubiquitin-conjugating enzyme E2 N (Homo sapiens), P61088 | inhibition, % at 20 µM; in the data active = inhibition above about 45%, passing the limit was not always enough
Target sequence (P61088 whole entry, looked up): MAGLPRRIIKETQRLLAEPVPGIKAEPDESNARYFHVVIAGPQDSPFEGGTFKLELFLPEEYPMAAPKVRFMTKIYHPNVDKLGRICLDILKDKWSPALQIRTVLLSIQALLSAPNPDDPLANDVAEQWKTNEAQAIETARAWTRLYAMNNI
697 NFkB inh – inhibitors of PMA/ionomycin-induced NF-kB reporter, 697 cells, primary screen, B-cell NF-kB inhibitor project, cell-based, luminescence, uHTS | 697 B-cell NF-kB luciferase reporter, 16 h | actives 0.33% (n = 330,000) | inhibition, % at 4 µM; in the data active = inhibition above about 35%
HKDC1 inhibitor – HKDC1 hexokinase inhibitors, primary screen, biochemical, fluorescence, uHTS | Q2TB90 | recombinant HKDC1, G6PDH/diaphorase resazurin coupled fluorescence | inhibition, % at 20 µM | actives 0.16% (n = 340,000);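 active = inhibition above about 35% when tested at 20 µM, limit read from the data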;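 also: plate controls were DMSO wells with enzyme for no effect and DMSO wells lacking enzyme for full effect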
Target sequence (Q2TB90 whole entry, looked up): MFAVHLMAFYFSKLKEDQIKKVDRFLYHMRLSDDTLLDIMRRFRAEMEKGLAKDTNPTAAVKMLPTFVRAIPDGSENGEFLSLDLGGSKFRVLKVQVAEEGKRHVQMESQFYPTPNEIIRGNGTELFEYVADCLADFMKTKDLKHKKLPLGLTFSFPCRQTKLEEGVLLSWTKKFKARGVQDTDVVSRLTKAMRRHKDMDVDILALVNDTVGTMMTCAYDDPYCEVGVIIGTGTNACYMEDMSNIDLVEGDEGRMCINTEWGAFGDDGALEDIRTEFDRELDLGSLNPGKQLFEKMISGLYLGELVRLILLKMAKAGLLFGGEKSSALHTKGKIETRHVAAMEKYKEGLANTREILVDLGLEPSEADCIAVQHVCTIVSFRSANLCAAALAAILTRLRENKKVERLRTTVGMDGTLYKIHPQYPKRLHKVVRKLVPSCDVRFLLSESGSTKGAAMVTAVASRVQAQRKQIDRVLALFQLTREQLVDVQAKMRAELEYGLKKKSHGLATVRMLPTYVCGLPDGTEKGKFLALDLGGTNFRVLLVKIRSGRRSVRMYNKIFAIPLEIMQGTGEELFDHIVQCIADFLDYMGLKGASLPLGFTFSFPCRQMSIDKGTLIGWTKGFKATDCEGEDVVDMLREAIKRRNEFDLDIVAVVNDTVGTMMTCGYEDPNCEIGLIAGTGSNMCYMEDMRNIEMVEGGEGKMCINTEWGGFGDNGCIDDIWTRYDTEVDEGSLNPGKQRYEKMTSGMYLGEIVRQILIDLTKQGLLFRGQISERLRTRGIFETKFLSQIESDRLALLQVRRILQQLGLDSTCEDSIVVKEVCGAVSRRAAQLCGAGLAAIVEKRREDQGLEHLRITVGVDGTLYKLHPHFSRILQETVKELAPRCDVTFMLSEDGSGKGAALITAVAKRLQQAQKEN
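Test system: recombinant HKDC1 (HK5) hexokinase enzyme, produced in-house / Doses: 20 µM test compound, 1% DMSO / Timing: 90 min, room temperature / Detection: G6PDH/diaphorase-coupled fluorescence, 1 mM NADP, 100 µM resazurin, 525/613 nm / Control set: DMSO wells with and without enzyme mix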
Jurkat NFkB inh – inhibitors of induced NF-kB luciferase reporter, primary screen, TCR NF-kB activation inhibitor project, cell-based, luminescence, uHTS | Jurkat, PMA/ionomycin-induced NF-kB luciferase reporter | actives 0.53% (n = 330,000) | inhibition, % at 4 µM | AID 435003, 2010
The depositor's hits bear a star; x = not tested or not shown. Rule as the data show it, unless noted: active = inhibition above about 50%; inactive = the rest.

Screens in order – Jurkat NFkB inh	Apaf-1 inh	Gli-Sufu antag	SENP7 inh	697 NFkB inh	HKDC1 inhibitor	SENP8 inh	UBC13 polyUb
CC[C@@]12C(=O)N(c3cccc(F)c3)C(=O)N1[C@H](c1ccc(Cl)cc1)[C@@H]1C(=O)N(C3CCCCC3)C(=O)[C@@H]12
 : 2	9	1	-4	4	3	-4	14
CCCCCCCCS(=O)C1CCS(=O)(=O)C1 (configuration not stated)
 : 4	-13	-4	-14	7	-7	-6	7
Cc1ccc(C(=O)OCC(=O)NCCc2ccccc2)cc1S(=O)(=O)N1CCOCC1
 : 6	-4	-6	-7	12	0	-1	3
Cc1ccnc(NS(=O)(=O)c2ccc(NC(=O)C3CC=CCC3C(=O)O)cc2)n1 (configuration not stated)
 : -31	15	-3	5	-30	6	21	-6
Cc1ccc(OCCN(C)C(=O)C2CCC(=O)N(CCCN3CCCC3=O)C2)cc1 (configuration not stated)
 : -6	-3	-7	3	2	-4	3	-1
CC(C)N1CCNCC1
 : -1	-5	-6	8	11	-6	-6	-1
Cc1cc(-n2c(C)cc(C(=O)CSc3nncn3C(C)C)c2C)no1
 : 8	11	-14	1	15	2	-4	1
CCOC(=O)N1CCN(S(=O)(=O)c2cc([N+](=O)[O-])ccc2C)CC1
 : 14	0	2	-4	8	-12	3	6
Cc1ccc(S(=O)(=O)/N=C(\Sc2ccccc2)c2ccccc2)cc1
 : -1	-5	-11	-3	9	-12	0	7
O=C(Cn1cc(C(F)(F)F)ccc1=O)NCc1ccc(F)cc1
 : -15	0	-18	-2	-18	-6	0	1
N#CCCN(C(=O)c1ccco1)c1ccccc1
 : -12	-7	-3	-3	-10	2	-3	-11
Cc1cc(NC(CC(C)C)C(=O)O)nc(Cc2ccccc2)n1 (configuration not stated)
 : 5	-13	1	-5	15	-7	-2	3
O=C(O)C(Cc1ccccc1)N=C(NS(=O)(=O)c1ccccc1)c1ccccc1 (configuration not stated)
 : -1	-4	7	1	9	0	6	-13
COc1cc(/C(C)=N/NC(=O)c2ccc(CSc3nncn3C)cc2)cc(OC)c1OC
 : 10	-23	2	4	4	6	8	10
O=C(NCCc1csc(-c2ccccc2)n1)c1c(F)cccc1Cl
 : -21	-4	2	7	-5	19	-3	1
CC(=O)N1CCN(S(=O)(=O)c2cccc(C(=O)OCC(=O)NC(=O)c3cccn3C)c2)CC1
 : 21	4	-4	-1	-50	-13	3	-3
CCCCC(CC)C1OCC(CN2CCCC2)O1 (configuration not stated)
 : -14	14	17	-1	-3	-3	-6	-7
C=C(C)Cn1c(SCC(=O)N/N=C/c2c(O)ccc3ccccc23)nc2ccccc2c1=O
 : 1	-5	6	3	9	-18	1	1
Cc1[nH]n(-c2ccccc2)c(=O)c1/C=N\NC(=O)C1COc2ccccc2O1 (configuration not stated)
 : -2	54*	-16	4	-15	-9	4	-15
Clc1cccc(Cl)c1-c1noc(CN2CCOCC2)n1
 : -3	-3	-4	8	-5	-4	-3	-2
C=CCn1c(Cc2csc(N)n2)nnc1SCC(=O)Nc1ccc(C(=O)OCC)cc1
 : -8	-21	-11	-13	-3	2	-10	-5
CCOc1ccc(S(=O)(=O)n2nc(C)cc2C)c2ccccc12
 : -15	-6	-4	-3	0	3	3	-1
Cn1nc(CSc2ccccc2)c(C=O)c1Cl
 : -17	-1	-20	16	-26	-9	-3	6
CC1CCC(NC(=O)c2ccc(-n3cncn3)c([N+](=O)[O-])c2)CC1 (configuration not stated)
 : 10	6	-21	2	8	-3	0	-1
COC(=O)c1cc(NC(=O)c2ccccc2)c(=O)oc1/C=C/Nc1ccc(Oc2ccccc2)cc1
 : 26	8	2	-4	3	-2	1	-147
CCN(CC(=O)Nc1ccccc1OC)C(=O)CCc1ccccc1
 : -5	7	24	-9	-11	-6	-5	-3
CC1(C)CC2CN(C(=O)Cc3ccccc3)C(C)(C2)C1 (configuration not stated)
 : 5	7	-21	12	20	3	1	0
COc1ccc(S(=O)(=O)N/N=C(/C)c2ccc(C)o2)cc1
 : -18	2	9	-14	-19	-4	-11	-4
O=C(COc1ccc2ccccc2c1)Nc1nnc(-c2ccco2)s1
 : 14	-8	-1	-7	5	-4	-3	12
O=C(c1ccoc1)N1CCC2(CCCN(Cc3ccc(F)c(F)c3)C2)C1 (configuration not stated)
 : 1	13	5	2	4	-15	-3	-4
CCN(CC)CCNC(=O)c1cccc(NC(=O)C(=O)c2ccccc2NC(C)=O)c1
 : -9	-16	-3	2	-4	-5	2	-8
CCOCCCn1c(=NC(=O)c2ccc(OC)c(OC)c2)c(C#N)cc2c(=O)n3cccc(C)c3nc21
 : -15	10	x	-11	-36	x	-8	-19
O=C(NCCc1ccccc1F)C1CC(O)CN1C(=O)Nc1ccccc1 (configuration not stated)
 : -4	-5	49	11	12	2	-8	0
Cc1cc(C(=O)COC(=O)C2CC2)c(C)n1-c1ccc(F)cc1
 : -47	0	-10	40	-70	-1	44	3
COc1ccc(NS(=O)(=O)c2ccc(N3CCOCC3)c(NC(=O)c3ccc(OC)cc3)c2)cc1
 : 5	10	21	-2	-5	12	17	10
CCOc1ncccc1C(=O)OCC(=O)N(CC(C)C)C1CCS(=O)(=O)C1 (configuration not stated)
 : 11	-2	9	8	21	-3	3	-4
Cc1cccn2c(=O)c(/C=C(\C#N)C(=O)NC3CCS(=O)(=O)C3)c(Oc3ccccc3Cl)nc12 (configuration not stated)
 : -5	9	2	-14	0	9	-7	-1
COC(=O)/C=C/c1cc(F)ccc1S(=O)(=O)NC(C)(C)C
 : 12	6	2	4	-4	0	2	-1
Cn1c(CC(=O)Nc2ccccc2Cl)nnc1SCC(=O)Nc1nncs1
 : -5	5	22	1	9	-5	-7	0
CCCCNC(=O)OCCNC(=O)Oc1cccc(C)c1
 : -9	2	-8	15	13	1	-5	4
Cc1cccc2c1NC1(CCCC1)CC2C (configuration not stated)
 : -16	3	6	-8	-19	-1	-10	-8
C=CCn1c(SCc2nc3sc(C(=O)O)c(C)c3c(=O)[nH]2)nnc1-c1ccc(F)cc1
 : -20	-4	2	8	6	-1	4	1
c1ccc(CNc2ccccn2)cc1
 : -9	13	6	6	-9	8	2	-7
Cc1cc(C)nc(S/C=C/C(=O)c2ccccc2)n1
 : 31	5	3	-2	-102	23	-12	-2
CCOC(=O)c1cc(C(=O)OCC)c(=O)[nH]c1C
 : 8	-4	-9	-1	20	-8	-3	2

Record cards (already shown). Screens in order: Jurkat NFkB inh, Apaf-1 inh, Gli-Sufu antag, SENP7 inh, 697 NFkB inh, HKDC1 inhibitor, SENP8 inh, UBC13 polyUb
`Cc1cccc2c1NC1(CCCC1)CC2C` (configuration not stated) is listed as -16, 3, 6, -8, -19, -1, -10, -8
`Cn1c(CC(=O)Nc2ccccc2Cl)nnc1SCC(=O)Nc1nncs1` is listed as -5, 5, 22, 1, 9, -5, -7, 0

Continued:
Screens in order – Jurkat NFkB inh	Apaf-1 inh	Gli-Sufu antag	SENP7 inh	697 NFkB inh	HKDC1 inhibitor	SENP8 inh	UBC13 polyUb
COc1ccc(CC(NC(C)=O)C(=O)NC2CCN(c3nnnn3-c3ccccc3)CC2)cc1OC (configuration not stated)
 : 18	-6	x	1	16	x	0	11
COc1cc2cc(Oc3ccc4ccc(=O)oc4c3)c(=O)oc2cc1OC(C)=O
 : -7	6	3	-3	11	-2	2	-4
CN(C(=O)Cn1cnc([N+](=O)[O-])n1)C1CCCCC1
 : 0	9	-11	-2	-11	-2	-7	-8
COc1ccc(-n2c(SCC(=O)Nc3cc(C)on3)nc3c(c2=O)SCC3)cc1
 : -1	-7	0	0	-2	-6	1	-3
CCCOc1ccc(CC(=O)NCCc2ccccc2)cc1OC
 : 9	12	27	4	-4	-4	9	-5
Cc1ccc(N2C(=O)CS/C2=N\C(=S)Nc2ccccc2)cc1
 : -3	12	-1	-6	-28	-8	-5	6
CCNC(=O)NC(=O)C(C)OC(=O)c1ccc(SC)cc1OC (configuration not stated)
 : -13	-2	-1	-9	-1	0	-1	12
Cc1csc(=O)n1CC(=O)Nc1ccc(S(C)(=O)=O)cc1
 : 9	2	1	5	-2	-4	-10	0
COc1ccc(C2CC(c3ccc(Br)cc3)=NN2C(=S)Nc2ccccc2)cc1 (configuration not stated)
 : -27	7	6	-5	-14	-7	-16	-2
CC1=C(C#N)C(NC(=O)c2ccc(C)cc2)(C(F)(F)F)C(=O)N1 (configuration not stated)
 : 5	-5	13	10	11	-8	3	5
CCCC(=O)c1ccc(N2CCN(S(=O)(=O)c3ccccc3)CC2)c(F)c1
 : -2	8	-13	-1	3	2	10	12
Cc1cccc(NC(=O)CCc2ccccc2)c1C
 : -14	-1	-12	-7	10	-2	-5	6
Cc1ccc(-c2csc(Cc3nc(-c4cc5ccccc5oc4=O)cs3)n2)cc1
 : -17	10	9	-13	-31	-4	-5	-24
Cc1ccc(C(=O)N2CC(C)OC(C)C2)c(Cl)c1 (configuration not stated)
 : -3	3	2	1	3	-7	-6	-15
CCN(CC)CCN1C(=O)C2C3c4ccccc4C(c4ccccc43)C2C1=O (configuration not stated)
 : -7	-3	5	-7	-7	-7	-6	6
CC1=Nn2c(nc(-c3ccccc3)c2-c2ccccc2)N(CC(N)=O)C(=O)C1
 : -9	-1	-5	8	2	0	-7	4
Cc1cc(S(N)(=O)=O)c(N)c(S(N)(=O)=O)c1
 : 6	0	-4	4	-7	-6	-1	6
CCN(CC)CCNc1nc(-c2cccs2)c(CC(=O)O)s1
 : 7	-14	-4	-1	18	-1	2	6
O=C(Cc1ccccc1)Nc1ccc(N2CCOCC2)cc1
 : -30	19	-14	26	-43	4	3	-11
CNC(=O)c1cc(C(=O)c2ccccc2Br)c[nH]1
 : -23	5	-10	-13	9	-10	-3	-3
O=C(c1cnc(Cl)c(Cl)c1)N1CCC(Cc2ccccc2)CC1
 : 0	0	5	-4	3	-2	-2	3
Cc1nc2c(c(=O)n1CCC(C)C)c1nc3ccccc3nc1n2CC1CCCO1 (configuration not stated)
 : 13	2	46	6	13	-1	-2	26
COc1ccc(C(C)=O)cc1COC(=O)CCNS(=O)(=O)c1ccc(C(C)=O)cc1
 : -14	-6	10	-6	12	0	2	-1
C#CCOCCOCCOCCNc1nc(N2CCN(C(=O)Cn3cc(CCCCN)nn3)CC2)nc(N2CCN(C(=O)[C@H]([C@@H](C)CC)n3cc(CCCN=C(N)N)nn3)CC2)n1
 : 14	21	-2	-9	6	-5	-1	27
COCCN(C(=O)COC(=O)c1ccc(C)s1)c1c(N)n(Cc2ccccc2)c(=O)[nH]c1=O
 : -7	-11	-6	-4	5	-2	-11	-6
Cc1ccc(C)c2[nH]c(=O)c(CN(CCN3CCCC3)C(=O)Nc3cccc(Cl)c3)cc12
 : 29	18	-4	-2	6	8	-6	23
Cc1cccc(-c2csc(NC(=O)c3cnccn3)c2C(=O)OC(C)C)c1
 : -11	-3	6	8	-22	-7	4	-8
CCOc1ccc(CCNC(=O)COC(=O)c2ccc3c(c2)OCCO3)cc1OCC
 : 0	5	-3	9	-23	0	-10	-2
CC(=O)Nc1ccc(C(=O)NCCN2CCOCC2)cc1
 : -5	-4	-2	3	2	-4	-2	4
Cc1cccc(C(C)C)c1NC(=O)c1c(-c2ccccc2)noc1C
 : 1	3	2	1	4	-5	3	-5

An excerpt from above in order of the UBC13 polyUb value, descending.
compound | UBC13 polyUb
Cc1nc2c(c(=O)n1CCC(C)C)c1nc3ccccc3nc1n2CC1CCCO1 (configuration not stated) | 26
CC(=O)Nc1ccc(C(=O)NCCN2CCOCC2)cc1 | 4
CCOc1ccc(CCNC(=O)COC(=O)c2ccc3c(c2)OCCO3)cc1OCC | -2
COCCN(C(=O)COC(=O)c1ccc(C)s1)c1c(N)n(Cc2ccccc2)c(=O)[nH]c1=O | -6
